esBAF inh: inhibitors of esBAF chromatin remodeling in mouse ES cells | Bmi1-luciferase knock-in reporter, 24 h; 100% = twice the neutral-well signal | AID 602393 | 350,000 tested, 2% active | reporter increase, % at 12.5 µM; in the data active = activation above about 40%;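 also: 0% = median of the plate's neutral control wells and 100% = double that signal; a rise in the Bmi1 reporter signal indicates esBAF inhibition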
C2C12 statin: suppression of simvastatin myotoxicity; C2C12 myotubes + simvastatin, ATP luminescence, 48 h; scaled: DMSO 0, geranylgeraniol control 100; rescue of ATP level, % at 7.49 µM; 330,000 tested, 0.78% active;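 active = mean ATP rescue above about 67%, or every replicate alone reaching that limit, limit read from the data, passing the limit was not always enough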;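 also: myotubes were challenged with 10 µM simvastatin during compound exposure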
miR-122 sensor: inhibitors of miR-122 in Huh7 cells. Huh7 miR-122 Renilla luciferase sensor, 48 h; neutral wells = 0, positive control = 100. activation (reporter increase), % at 12.5 µM. 340,000 tested, 0.3% active;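 active = mean replicate activation score at least 90 and every replicate individually at or above 90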;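 also: higher luciferase means less miR-122 activity so hits act as miR-122 inhibitors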
SIRT5 block: sirtuin-5 (human) deacylase inhibition; inhibition, % at 15 µM; Q9NXA8; 330,000 tested, 1.1% active; AID 652115; Purified SirT5, succinyl-peptide AMC, trypsin-coupled fluorescence; in the data active = inhibition above about 15%
Target sequence (Q9NXA8 whole entry, looked up): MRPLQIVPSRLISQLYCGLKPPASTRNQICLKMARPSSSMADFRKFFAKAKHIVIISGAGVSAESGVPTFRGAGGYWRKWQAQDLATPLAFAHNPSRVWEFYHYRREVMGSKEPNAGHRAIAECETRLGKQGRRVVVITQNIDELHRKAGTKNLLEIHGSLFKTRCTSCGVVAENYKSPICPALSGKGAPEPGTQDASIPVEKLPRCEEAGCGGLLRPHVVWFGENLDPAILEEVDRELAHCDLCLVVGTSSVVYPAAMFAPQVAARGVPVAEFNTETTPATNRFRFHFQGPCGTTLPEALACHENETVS
Cneo AK release: Cryptococcus neoformans lysis via adenylate kinase release; C. neoformans lysis, adenylate kinase release luminescence, 4 h; normalised: neutral wells 0, clomiphene wells 100; lysis activity, % at 15 µM; 360,000 tested, 0.2% active; AID 651654;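 active = mean lysis activity across replicates of at least 80%, whatever share of replicates individually reach that level; inactive = mean lysis activity below 80%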
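Material: C. neoformans cells; Schedule: 4 h static compound exposure, 37 °C, read 1 h post-reagent; Measured by: adenylate kinase release luminescence; Read-out: signal increase indicating cell lysis; Controls: Clomiphene as positive lysis control.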
ARNT-TACC3 inh: ARNT/TACC3 interaction disruption | 390,000 tested, 0.66% active | inhibition, % at 9.99 µM | AlphaScreen His-ARNT PAS-B/GST-TACC3 binding, luminescence; TACC3 fragment carries E629A point mutation | Q9Y6A5 | AID 623870;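 active = mean inhibition of replicates at least 50% and at least half of replicates each reaching 50%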;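 also: 0% = complete ARNT plus TACC3 wells and 100% = ARNT alone without TACC3; many hits fall short of the cut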
ERp5 inh: inhibitors of human ERp5; Q15084; ERp5 insulin aggregation, absorbance 650 nm, 90 min; inhibition, % at 9.99 µM; 350,000 tested, 0.05% active; AID 651711;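 active = mean replicate inhibition above about 25%, with every replicate also reaching it, limit read from the data, passing the limit was not always enough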
Target sequence (Q15084 whole entry, looked up): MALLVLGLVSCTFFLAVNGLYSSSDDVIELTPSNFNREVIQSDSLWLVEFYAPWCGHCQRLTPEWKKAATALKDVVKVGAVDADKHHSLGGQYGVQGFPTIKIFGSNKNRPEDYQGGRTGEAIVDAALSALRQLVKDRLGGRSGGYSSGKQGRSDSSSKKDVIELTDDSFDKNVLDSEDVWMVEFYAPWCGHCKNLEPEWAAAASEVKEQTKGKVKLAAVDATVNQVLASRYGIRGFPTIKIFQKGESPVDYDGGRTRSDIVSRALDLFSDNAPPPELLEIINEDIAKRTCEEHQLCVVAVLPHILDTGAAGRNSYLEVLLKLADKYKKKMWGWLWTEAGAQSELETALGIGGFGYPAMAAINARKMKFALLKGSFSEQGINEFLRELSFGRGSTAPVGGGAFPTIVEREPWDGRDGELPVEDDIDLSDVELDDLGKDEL
Active calls of the source: *; / = no result given; [ ] = another dose, or the depositor's remark.

SMILES | esBAF inh | C2C12 statin | miR-122 sensor | SIRT5 block | Cneo AK release | ARNT-TACC3 inh | ERp5 inh
O=C(Nc1cc(Cl)ccc1N1CCOCC1)c1ccc(N2CCCCC2)c([N+](=O)[O-])c1 | -2 | -2 | -15 | -1 | 0 | -1 | -1
O=C(c1ccco1)N1CCN(C(=O)c2cc(-c3ccc(F)cc3)no2)CC1 | 8 | 4 | -9 | 0 | 2 | 3 | 23
COc1ccc(-c2ccc(CN3C(C(C)C)C(=O)N(Cc4cn(Cc5ccco5)nn4)CCS3(=O)=O)cc2)cc1OC (stereo not drawn) | 5 | -7 | -9 | 8 | 4 | / | -5
CC(C)(C)NC(=O)C(c1ccccn1)N(C(=O)C1CSC(=O)C1)c1ccccc1F (stereo not drawn) | -1 | 5 | 4 | -5 | 1 | 1 | 5
C[C@@H]1CCCCO[C@H](CN(C)C(=O)c2ccncc2)[C@H](C)CN([C@H](C)CO)C(=O)c2cc(NC(=O)c3ccncc3)ccc2O1 | -1 | / | 3[16.7 µM] | -6 | 5 | 29 | 5
O=C(C[C@H]1CC[C@H]2[C@@H](COC[C@@H](O)CN2Cc2ccccc2)O1)N[C@H]1CCN(Cc2ccccc2)C1 | -3 | 6 | -10[16.7 µM] | -2 | 6 | 24 | 5
COc1ccc(CCNc2nc(-c3ccccn3)cs2)cc1OC | 7 | 21 | 9 | 3 | / | 65* | -3
CCCC(C)NC(=O)c1c2c(nc3ccccc13)CCC2 (stereo not drawn) | / | / | / | -9 | / | -6 | -1
Cn1cnc(C(=O)N2CCN(C(=O)OC(C)(C)C)CC2)c1C(=O)N1CCN(C(=O)OC(C)(C)C)CC1 | -5 | 6 | -6 | / | -1 | -5 | 10
CO[C@H](CN(C)S(=O)(=O)c1ccc(Cl)cc1)[C@@H](C)CN(Cc1ccccc1Cl)[C@@H](C)CO | -2 | -28 | / | -2 | -11 | -5 | 4
COc1ccc(C(=O)NCCc2nnc(SCC(=O)Nc3ccccc3C(C)C)n2C)cc1 | 2 | -9 | 5 | / | 1 | 2 | /
C[C@H](CO)N1C[C@H](C)[C@H](CN(C)S(C)(=O)=O)Oc2ccc(N(C)C)cc2C1=O | 0 | -14 | 0[16.7 µM] | -2 | 16 | -3 | -5
Cc1cc(C)nc(N/N=C/c2ccccc2OCc2ccccc2)n1 | 5 | 1 | 12 | 3 | -3 | 4 | 9
COc1ccc(NC(=O)N2CCCCN3[C@H](CO)[C@@H](c4ccc(C5=CCCCC5)cc4)[C@H]3C2)cc1 | -3 | -37 | -21[16.7 µM] | -5 | 0 | 22 | -1
CCOC(=O)C1CCCN(Cc2ccccc2F)C1 (stereo not drawn) | -2 | -5 | -4 | / | 1 | 0 | /
O=c1nc(Nc2ccc([N+](=O)[O-])cc2)[nH]c(=O)[nH]1 | -5 | -13 | -4 | -2 | 0 | -8 | 1
CC(=O)Nc1ccc(NCN2C(=O)C3C4CCC(C4)C3C2=O)cc1 (stereo not drawn) | 5 | 0 | -9 | / | -2 | -3 | /
Cc1cccc(N(C(=O)c2snc(C(N)=O)c2N)C(C(=O)NCC2CCCO2)c2cccs2)c1 (stereo not drawn) | / | / | / | -2 | / | -2 | 0
C[C@H](CO)N1C[C@H](C)[C@@H](CN(C)C)OCCCC[C@H](C)Oc2ccc(NC(=O)Nc3cccc4ccccc34)cc2C1=O | 0 | 19 | -2[16.7 µM] | 0 | 3 | -6 | -6
N#CC(C(=O)NC1CC1)c1nc2ccccc2nc1N1CCN(C/C=C/c2ccccc2)CC1 (stereo not drawn) | 6 | / | -7 | / | -3 | 0 | /
CCn1c(=O)n(CC)c2cc(N3CCCC3)c(NC(=O)c3ccc(C)c([N+](=O)[O-])c3)cc21 | -2 | -101 | 0 | -5 | 3 | 8 | 8
CC(c1ccon1)N(C)Cc1cn(C)nc1-c1cccc(Cl)c1 (stereo not drawn) | / | / | / | 1 | / | -2 | 1
COc1cccc(NC(=O)NC2CCCCCCC2)c1 | 39 | -17 | / | -2 | -1 | -6 | 3
O=C(CCNS(=O)(=O)c1ccc(Br)cc1)NCCc1ccccc1 | -5 | 2 | / | -2 | 9 | -22 | 2
COC(=O)c1c(C)[nH]c(C(=O)COC(=O)Cn2cc(C(F)(F)F)ccc2=O)c1C | / | -3 | / | -3 | 0 | -1 | 0
CC(=O)O[C@H]1[C@@H](O)[C@H](O)[C@H](Oc2c(O)c(C)c3c4c2[C@@H](C)CC[C@@H]4[C@@H](C)C[C@@H]3C=C(C)C)O[C@H]1C | 5 | -2 | 0 | 2 | -3 | / | 2
COc1ccc(S(=O)(=O)N[C@@H]2CC[C@H](CC(=O)N3CCC(Cc4ccccc4)CC3)O[C@H]2CO)cc1 | 13 | 35 | / | 2 | -3 | 4 | 5
O=C(Nc1ccc(Cl)cc1)N1N=CCC1c1ccccc1 (stereo not drawn) | / | / | -2 | 0 | 1 | / | 1
Nc1nonc1-n1nnc(C(=O)N/N=C/c2ccco2)c1-c1ccccc1 | -5 | -9 | -3 | 2 | 0 | 14 | 1
Nc1c(Cl)cc(-c2[nH]c3cc(C(=O)NCCO)ccc3c(=O)c2O)cc1Cl | -5 | 6 | / | / | -2 | / | -1
Cc1ccc(N(C)S(=O)(=O)c2cc(-c3cnc(C4CC4)o3)ccc2C)cc1 | -8 | -22 | -2 | -1 | -1 | -6 | 0
CN1C[C@H](O)COC[C@H]2O[C@H](CC(=O)N3CCN(c4ccccc4)CC3)CC[C@@H]21 | 1 | -2 | 3[16.7 µM] | 0 | -1 | 6 | 1
CCOc1ccc(-c2noc(CCC(=O)NC3CCCC3)n2)cc1OC | 14 | 37 | -3 | -3 | 0 | -1 | 2
COc1cc(C(=O)Nc2cc(C)cc(C)c2)c(-n2cnnn2)cc1OC | / | / | / | -3 | / | 1 | -2
O=C(COc1ccccc1)NC(=S)Nc1cccc([N+](=O)[O-])c1 | / | / | 3 | / | -1 | -1 | /
Cc1csc(NC(=O)CSc2[nH]c(=O)ncc2C)n1 | 4 | -3 | -4 | 0 | -1 | -2 | -7
O=S(=O)(NCC1CCCN(Cc2ccccc2)C1)c1cccc2cccnc12 (stereo not drawn) | 2 | 6 | / | -3 | 0 | 2 | 4
C[C@@H]1CN([C@H](C)CO)S(=O)(=O)c2ccc(-c3ccncc3)cc2O[C@H]1CN(C)Cc1cccnc1 | 8 | -72 | -1[16.7 µM] | 0 | -2 | 0 | 1
CC(Sc1nnc(-c2ccco2)n1-c1ccccc1)C(=O)NCC1CCCO1 (stereo not drawn) | -7 | -3 | -5 | -3 | -3 | -6 | -5
Cc1onc(-c2ccccc2Cl)c1C(=O)Nc1cccc2nsnc12 | -8 | 28 | 12 | / | 0 | -6 | /

Results in C2C12 statin and SIRT5 block (four entries from above):
Structure	C2C12 statin	SIRT5 block
CN1C[C@H](O)COC[C@H]2O[C@H](CC(=O)N3CCN(c4ccccc4)CC3)CC[C@@H]21	-2	0
CCOc1ccc(-c2noc(CCC(=O)NC3CCCC3)n2)cc1OC	37	-3
O=S(=O)(NCC1CCCN(Cc2ccccc2)C1)c1cccc2cccnc12 (stereo not drawn)	6	-3
Cc1onc(-c2ccccc2Cl)c1C(=O)Nc1cccc2nsnc12	28	/

An excerpt from above in order of length of the SMILES, falling:
SMILES | esBAF inh | C2C12 statin | miR-122 sensor | SIRT5 block | Cneo AK release | ARNT-TACC3 inh | ERp5 inh
CC(C)(C)NC(=O)C(c1ccccn1)N(C(=O)C1CSC(=O)C1)c1ccccc1F (stereo not drawn) | -1 | 5 | 4 | -5 | 1 | 1 | 5
Nc1c(Cl)cc(-c2[nH]c3cc(C(=O)NCCO)ccc3c(=O)c2O)cc1Cl | -5 | 6 | / | / | -2 | / | -1
CCOc1ccc(-c2noc(CCC(=O)NC3CCCC3)n2)cc1OC | 14 | 37 | -3 | -3 | 0 | -1 | 2

Continuation.
SMILES | esBAF inh | C2C12 statin | miR-122 sensor | SIRT5 block | Cneo AK release | ARNT-TACC3 inh | ERp5 inh
CC(C)(C)NC(=O)C1(C)CCC(=O)N1C1CC1 (stereo not drawn) | 4 | 4 | -4 | -3 | -9 | / | -1
O=C(O)c1cccnc1SCc1ccc([N+](=O)[O-])cc1 | 3 | 9 | 16 | 0 | 2 | 15 | -4
COc1ccc(NC(=O)CCc2nnc3ccc(N4CCN(c5cccc(OC)c5)CC4)nn23)cc1 | -6 | -3 | 0 | 0 | 0 | -4 | -3
O=C(NNC(=O)c1ccccc1Cl)c1ccc2c(=O)n3c(nc2c1)CCC3 | 12 | -2 | / | 6 | -2 | 1 | 0
COc1ccccc1NC(=O)CSc1nnc(-c2ccccn2)n1Cc1ccco1 | -2 | / | 8 | / | 0 | 27 | /
O=C(NCc1ccco1)c1ccc(CS(=O)c2ccccc2Cl)o1 (stereo not drawn) | -8 | -5 | 0 | 2 | 1 | / | -1
O=C(NC(Cc1ccccc1)C(=O)O)c1ccc(S(=O)(=O)N2CCCCC2)cc1 (stereo not drawn) | -4 | 5 | -1 | 3 | 0 | -3 | 1
Cc1noc(C)c1NC(=O)N(C)C[C@H]1Oc2ccc(NC(=O)NC(C)C)cc2C(=O)N([C@@H](C)CO)C[C@H]1C | -5 | -9 | 0[16.7 µM] | -7 | -3 | -6 | 0
CCCN1C[C@@H](C)[C@H](OC)CN(C)C(=O)c2ccc(NC(=O)C3CCOCC3)cc2OC[C@@H]1C | -4 | 18 | / | -2 | 9 | 0 | 3
Cc1ccc(S(=O)(=O)N2CCC(=O)N(C(COCc3cccc(Cl)c3)C(C)C)CC2)cc1 (stereo not drawn) | 1 | 4 | -6 | / | -1 | -1 | 4
O=C(Nc1ccc2c(c1)OCCO2)C1CCN(S(=O)(=O)c2ccc(Br)s2)CC1 | 5 | 3 | 5 | / | 5 | -2 | /
CC(C)(O)C#Cc1ccc(CN2CCC(CO)(CCc3ccccc3)CC2)cc1 | 3 | 6 | / | -2 | 1 | -1 | 0
CC(C)NC(=O)Nc1ccc2c(c1)C(=O)N([C@@H](C)CO)C[C@@H](C)[C@H](CN(C)Cc1ccc3c(c1)OCO3)OCCCC[C@@H](C)O2 | -11 | / | 4[16.7 µM] | / | 3 | 0 | /
Cc1ccc(S(=O)(=O)NC2CCCCCCC2)cc1 | -5 | 12 | 64 | 0 | 4 | -9 | 7
O=C(CN1CCOCC1)NCC[C@H]1CC[C@H](NC(=O)Cc2ccccn2)[C@@H](CO)O1 | 1 | -12 | / | 1 | -4 | 4 | 4
O=C(NCC(c1ccco1)N1CCCC1)c1cccc(S(=O)(=O)Nc2ccc(Br)cc2)c1 (stereo not drawn) | / | / | / | -1 | 4 | 9 | -2
CC1(C)CC(=O)C(CS(=O)(=O)c2ccccc2)=C(Cl)C1 | -2 | 2 | 13 | 0 | 1 | 0 | -6
CC(Sc1nnc(-c2ccccc2F)n1N)C(=O)NCC1CCCO1 (stereo not drawn) | / | / | / | -1 | / | -1 | 1
CCCN(C)C[C@@H]1Oc2cc(C#CCc3ccccc3)ccc2S(=O)(=O)N([C@H](C)CO)C[C@@H]1C | -1 | / | -3[16.7 µM] | 3 | -5 | 2 | -2
COc1ccc(-n2nc(C(=O)NCC(=O)N3CCC(C)CC3)c3ccccc3c2=O)cc1 | 26 | 4 | -7 | 1 | -3 | 4 | 7
COc1cccc(CN(C)C(=O)Cc2ccc(OC)c(S(=O)(=O)N3CCOCC3)c2)c1 | / | / | / | 2 | / | -1 | -3
C[C@@H]1CCCCO[C@H](CN(C)S(C)(=O)=O)[C@@H](C)CN([C@@H](C)CO)C(=O)c2cc(NC(=O)C3CCCCC3)ccc2O1 | 2 | 17 | 8[16.7 µM] | 1 | -1 | 5 | 0
Clc1cnc2nc(SC/C=C/c3ccccc3)[nH]c2c1 | / | / | 2 | -6 | -1 | / | 2
CCCNc1cc(C)oc(=O)c1C(=O)CCC | 2 | 16 | -3 | / | 0 | 5 | /
Cc1ccc(NC(=O)C[n+]2ccccc2)cc1[N+](=O)[O-] | 1 | 0 | 21 | / | 0 | -15 | /
O=C(CCCNS(=O)(=O)c1cccc2nsnc12)NCc1ccc(Cl)cc1 | -4 | 8 | 6 | / | -1 | -3 | /
COc1cccc(NC(=O)N(CCCN2CCOCC2)C(C)c2cc3cccc(OC)c3o2)c1 (stereo not drawn) | 0 | -5 | / | / | 3 | 2 | /
